From PubChem BioAssay
LmPK inh: inhibitors of Leishmania mexicana pyruvate kinase; Q27686; 0.37% of 290,000 active; Potency, µM (top dose mostly 57.5 µM), for inactives: at the highest dose activity change, negative = inhibition, most hits filed as inhibitors; AID 1721; purified LmPK, Kinase-Glo ATP luminescence, 1 h; also: potency is read from the fitted curve at half-maximal effect; % is scaled to controls: 0 for no effect and ±100 for the full control effect
Target sequence (Q27686 whole entry, looked up): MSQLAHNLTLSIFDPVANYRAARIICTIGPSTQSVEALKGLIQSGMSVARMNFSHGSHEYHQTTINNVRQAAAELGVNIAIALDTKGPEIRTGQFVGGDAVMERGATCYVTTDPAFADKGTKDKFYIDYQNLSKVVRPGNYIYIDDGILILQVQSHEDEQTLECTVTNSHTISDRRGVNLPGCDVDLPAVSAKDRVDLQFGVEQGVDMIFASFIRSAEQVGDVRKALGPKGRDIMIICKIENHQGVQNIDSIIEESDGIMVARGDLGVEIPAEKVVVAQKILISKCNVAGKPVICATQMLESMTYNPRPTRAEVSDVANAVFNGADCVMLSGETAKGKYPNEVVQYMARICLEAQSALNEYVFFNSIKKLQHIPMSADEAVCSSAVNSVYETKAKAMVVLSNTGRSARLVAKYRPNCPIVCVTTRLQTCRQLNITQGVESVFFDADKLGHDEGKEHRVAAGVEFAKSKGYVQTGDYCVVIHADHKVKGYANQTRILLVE
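Purified LmPK (0.1 nM) with 0.5 mM PEP and 0.1 mM ADP in imidazole buffer pH 7.2 with MgCl2/KCl, 1 h at room temperature. ATP formed was read by luciferase luminescence and normalized to no-enzyme and uninhibited controls.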
Pf growth 48h: inhibits P. falciparum growth in the first generation, 48 h; P. falciparum luciferase growth in erythrocytes, 48 h; Potency, µM (top dose mostly 28.7 µM), for inactives: at the top dose activity change, negative = inhibition, actives largely listed as inhibitors; 5.9% of 310,000 active; AID 504832; also: potency is read from the fitted curve at half-maximal effect; % is scaled to controls: 0 for no effect and ±100 for the full control effect
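Luciferase-expressing P. falciparum in infected erythrocytes (2% hematocrit, 0.1% parasitemia final) in RPMI 1640/0.5% Albumax were exposed to compound for 48 hours at 37 C, 5% CO2; growth read as luminescence.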
Pf growth 96h: P. falciparum growth inhibition at 96 hours; P. falciparum luciferase reporter growth, 96 h; 6.9% of 320,000 active; AID 504834; Potency, µM (highest dose often 28.7 µM), inactives show at the top dose activity change, negative = inhibition, hits mostly inhibitors; also: potency is read from the fitted curve at half-maximal effect; % is scaled to controls: 0 for no effect and ±100 for the full control effect
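Readout is luminescence from an integrated firefly luciferase in P. falciparum. Red cells, 2% hematocrit and 0.05% parasitemia final, were cultured with compound through two parasite generations (96 hours) at 37 C, 5% CO2.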
HCV inh: HCV inhibition | Huh7.5.1 HCVcc-Cre infection, luciferase reporter, 44 h | Potency, µM (titrated, usually from 41.8 µM), for the others: top-dose activity change, negative = inhibition, actives largely listed as inhibitors | 3.4% of 340,000 active | AID 651820; also: potency is read from the fitted curve at half-maximal effect; % is scaled to controls: 0 for no effect and ±100 for the full control effect
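1,000 cells/well; 4 h culture; + compound; + HCVcc-Cre (~0.5 moi); 44 h; luciferase substrate, RT 15 min; read 15 sec.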
CHX counter: counter-screen hit for Shiga toxin inhibitors, cycloheximide. cell reporter, cycloheximide protein synthesis inhibition counterscreen. max response, %. 12% of 300,000 active. AID 2314; in the data active = max response mostly above about 13%, no sharp cut-off; inactive = mostly below about 14%; also: read at 38.3 µM for the half of the compounds with a filed dose; 0% is about no effect
Shiga toxin inh: blocks Shiga toxin action in Vero cells; Vero cells, Shiga toxin protein synthesis inhibition reporter; 9.2% of 290,000 active; inhibition, % at 38.7 µM; in the data active = inhibition mostly above about 28%, no sharp cut-off; inactive = mostly below about 43%; also: 0% is about no effect
Tb PYK inh: blocks Trypanosoma brucei pyruvate kinase | Potency, µM (titrated, usually from 76.8 µM), for inactives: top-dose activity, negative = inhibition, most hits filed as inhibitors | AID 624173 | 0.12% of 410,000 active | Q57TT1 | TbPYK enzyme, Kinase-Glo Plus ATP luminescence, 45 min; also: potency is read from the fitted curve at half-maximal effect; % is scaled to controls: 0 for no effect and ±100 for the full control effect; nearly all actives have a fitted effect of over 50% in size
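Screened from lowest to highest concentration, compounds were pinned into TbPYK/substrate mixtures, and ADP (130 uM final) was added. Plates sat at room temperature for 45 min prior to Kinase-Glo Plus detection by luminescence.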
Active calls of the source: *; i = inactive; ? = inconclusive; nt = not tested or not shown; & = joins results of further samples; [ ] = remark or other dose. Unless noted, calls follow the shape of the dose curve; as a rule, active = well fitted curve in the direction sought with a large enough effect; inconclusive = small, poorly fitted or top-dose-only effect, or another doubt; inactive = no such curve, though single readings can be large; an effect the other way counts as inactive or inconclusive.

Values run as follows: Pf growth 48h	HCV inh	Shiga toxin inh	Tb PYK inh	Pf growth 96h	CHX counter	LmPK inh
- CNC(=S)N/N=C/c1cc(C)ccc1C
 : -18%	-2%	-13	-1%	?	1	-2%
- CCNc1nc(NCC)nc(SCCOC(=O)c2ccccc2)n1
 : -26%	-26%	15	3%	?	-3	1%
- COc1ccccc1N1CCN(C(=O)c2cc(-c3ccccc3)on2)CC1
 : 5%	5%	15	5%	-1%	-1	-1%
- COc1ccc(-c2c(C)oc3c(CN4CCCCC4C)c(O)ccc3c2=O)cc1 (configuration not stated)
 : ?	3%	4	2%	?	-5	7%
- O=C(c1ccc(COc2ccc(Cl)cc2)o1)N1N=C(C(F)F)CC1(O)C(F)F (configuration not stated)
 : 1%	?	-8	-2%	3%	-4	1%
- Nc1cc(N)nc(SCc2cccnc2)n1
 : 0%	4%	34	-7%	?	7	6%
- CCOc1ccc(C2C(C(=O)Nc3ccccc3)=C(C)N=c3s/c(=C/c4cccc(OCC(=O)O)c4)c(=O)n32)cc1 (configuration not stated)
 : 0.47µM*	0%	8	-6%	?	10	7%
- COCCCNC(=O)C(=O)NCC(c1ccco1)N1CCN(c2ccc(OC)cc2)CC1 (configuration not stated)
 : 10%	15%	-6	4%	19%	-8	-1%
- Cn1nc(C(F)(F)F)c2cc(C(=O)Nc3ccc(C(F)(F)F)cc3)sc21
 : 6.6µM*	?	8	-4%	?	0	4%
- CCOC(=O)c1cc(C#N)c(N2CCN(C(=O)c3ccccc3)CC2)nc1C(F)(F)F
 : ?	-12%	-15	-1%	10µM*	-2	0%
- Cc1ccccc1Cn1nc(C)c(NC(=O)c2cc(-c3cccs3)on2)c1C
 : 1%	-11%	15	-4%	?	-2	0%
- CCOC(=O)/C(C#N)=N/Nc1c(C)n(C)n(-c2ccccc2)c1=O
 : -25%	11%	15	-2%	?	-6	-2%
- COc1cccc2sc(N3CCN(C(=O)c4ccco4)CC3)nc12
 : 9.3µM*	-16%	nt	-4%	?	nt	nt
- CCOc1ccc(-c2[nH]ncc2Oc2ccccc2OCC)c(O)c1
 : 5.9µM*	?	-5	0%	?	-1	0%
- COc1cccc(OC)c1C(=O)NC(=S)N1CCN(c2ccc(C(F)(F)F)cc2[N+](=O)[O-])CC1
 : 3%	?	-8	-10%	?	-1	-1%
- Cc1cccc(-n2c(CNC(=O)Cc3ccccc3)n[nH]c2=S)c1
 : ?	9%	-4	?	-8%	-2	-2%
- CC(=O)c1ccc(NCC2COc3ccccc3O2)c([N+](=O)[O-])c1 (configuration not stated)
 : i	-9%	57*	-4%	156%[activator]	31*	1%
- CCOC(=O)C1(CC2CC2)CCN(Cc2cnc(N(C)C)s2)CC1
 : -1%	-7%	27	-13%	-27%	8	1%
- O=C(Nc1cccnc1N1CCOCC1)c1cccs1
 : 18%	15%	-8	-1%	-10%	-1	6%
- CCN(CC(=O)NCc1cccs1)C(=O)CCC(=O)c1ccc(C)cc1
 : ?	22%	nt	-7%	13%	nt	nt
- CCOC(=O)c1sc(NC(=O)CSc2nc(C)cc(C)n2)c(C#N)c1C
 : 6%	?	9	2%	169%[activator]	13	-1%
- CN(C)CCNC(=O)NC1CCCCC1
 : nt	10%	-11	-5%	-23%	-1	-7%
- Cc1ccc(NC(=O)COc2cccc(Oc3ccccc3)c2)cc1S(=O)(=O)N1CCOCC1
 : 10µM*	3.2µM*	nt	-1%	?	nt	nt
- COc1ccccc1C(=O)Oc1ccc(N2C(=O)CCC2=O)cc1
 : -7%	7%	-6	2%	nt	-4	3%
- COc1ccc(/C=C/CN2CCCC(C(=O)c3ccc(OC)c(F)c3)C2)cc1 (configuration not stated)
 : ?	?	2	1%	29%	2	3%
- CCOC(=O)N1CCC(NC(=O)c2cc3cc4cc(OC)ccc4nc3o2)CC1
 : 2.9µM*	?	-5	-2%	7.4µM*	-2	0%
- COc1cc(CNCc2cccc(OC)c2OC)cc(OC)c1
 : 0%	?	nt	14%	-9%	10	1%
- c1ccc(-c2cc3ccccc3[nH]2)cc1
 : 93%[activator]	?	37*	9%	199%[activator]	33*	-7%
- CCOC(=O)C1CCN(C(=O)c2ccc(Cl)c(S(=O)(=O)N3CCCC3)c2)CC1
 : -17%	-14%	-4	-4%	27%	-1	2%
- Cc1cccc(OCCC(=O)NNC(=O)c2ccoc2C)c1
 : -29%	19%	nt	1%	-25%	nt	nt
- COc1ccc(C(C[N+](=O)[O-])c2c(C)[nH]n(-c3ccccc3)c2=O)cc1 (configuration not stated)
 : 3%	-9%	20	-9%	1%	-1	3%
- CC(NC(=S)Nc1cccc(F)c1)C(c1cccs1)N1CCOCC1 (configuration not stated)
 : ?	10%	2	-1%	?	-3	-2%
- O=C(C1=C[C@@H](c2ccc(C(F)(F)F)cc2)C[C@@H](OCCCCO)O1)N1CCN(Cc2ccc3c(c2)OCO3)CC1
 : ?	-14%	-3	-12%	9.3µM*	-2	11%
- COc1ccc(/C=C/C(=O)NC(=S)NCc2ccccc2)cc1OC
 : -15%	?	13	-2%	13%	-4	3%
- CCCCCCCCCCCCn1ccc(=N)cc1
 : ?	0.5µM*	13	-1%	?	1	-3%
- CCOc1ccc(NC(=O)CC2C(=O)NCCN2C(=O)c2ccc(Cl)cc2)cc1 (configuration not stated)
 : 2%	-20%	-31	1%	36%[activator]	7	-4%
- CCn1c(SCC(=O)N2CCN(c3ccc(Cl)cc3)CC2)nc2ccccc2c1=O
 : -3%	14%&-29%	-14	-8%	?	-1	0%
- CCc1cc2cc(C)cc(C)c2nc1Cl
 : -4%	?	-5	4%	42%[activator]	-1	0%
- COc1cc(Cl)c(S(=O)(=O)NCc2ccccn2)cc1Cl
 : -15%	7%	-3	0%	nt	-2	-10%
- CC(CNC(=O)c1ccco1)NC(=O)c1ccco1 (configuration not stated)
 : 21%	5%	-9	-1%	19%	-2	-1%

Fetched by structure from the entries so far, 2 records:
Values run as follows: Pf growth 48h	HCV inh	Shiga toxin inh	Tb PYK inh	Pf growth 96h	CHX counter	LmPK inh
- Cc1ccc(NC(=O)COc2cccc(Oc3ccccc3)c2)cc1S(=O)(=O)N1CCOCC1
 : 10µM*	3.2µM*	nt	-1%	?	nt	nt
- CCCCCCCCCCCCn1ccc(=N)cc1
 : ?	0.5µM*	13	-1%	?	1	-3%

Additional entries.
Values run as follows: Pf growth 48h	HCV inh	Shiga toxin inh	Tb PYK inh	Pf growth 96h	CHX counter	LmPK inh
- COc1ccc(N2CCN(C(=S)Nc3ccccc3)CC2)cc1
 : 4%	-10%	1	-9%	?	-2	1%
- COc1cc(C2NC(=O)N(C)C(C)=C2C(=O)OCc2ccccc2)cc(Br)c1O (configuration not stated)
 : -5%	-8%	1	1%	-2%	-1	-2%
- Cc1cc(C)c(C(CC(=O)c2cccs2)C(C#N)C#N)c(C)c1 (configuration not stated)
 : 80%[activator]	-26%	84*	-7%	46%[activator]	61*	4%
- COc1ccc(CN2CCNC(=O)C2CC(=O)NCCCC2CCCC2)c(F)c1 (configuration not stated)
 : 17%	13%	20	5%	16%	18	-13%
- CCC(C)C(NC(=O)c1ccccc1NC(=O)c1ccc(OC)cc1)C(=O)NCCCn1ccnc1 (configuration not stated)
 : ?	-21%	-3	3%	?	12	-5%
- COC(=O)[C@H](C)NC(=O)NCc1ccccc1F
 : 77%[activator]	-1%	23	-10%	68%[activator]	-2	-5%
- O=C(CCCOc1ccc(Cl)cc1Cl)Nc1ncccn1
 : 16%	11%	11	1%	41%[activator]	13	1%
- Cc1ccc(NC(=O)CS(=O)CC(=O)Nc2cnc3ccccc3c2)cc1Cl (configuration not stated)
 : -5%	20%	-3	0%	16%	-4	1%
- COC(=O)C(Cc1c[nH]c2ccccc12)NC(=O)c1cccs1 (configuration not stated)
 : 129%[activator]	-6%	29	-2%	-6%	9	0%
- COc1ccccc1NC(=O)CSc1nnc(-c2ccoc2C)o1
 : 275%[activator]	-10%	nt	4%	408%[activator]	nt	nt
- O=C(O)c1ccc(CSc2nnc(-c3ccccc3)n2-c2ccccc2)cc1
 : -5%	9%	7	-4%	6%	-1	-2%
- Cc1ccc(/C=C/C(=O)Nc2ccccc2C(N)=O)cc1
 : 265%[activator]	-1%	63*	-3%	-20%	46*	-17%
- NC(=O)C(c1ccc(Cl)cc1Cl)c1ncc(C(F)(F)F)cc1Cl (configuration not stated)
 : 24%	-19%	-10	5%	22%	-4	2%
- O=C(COc1ccccc1Cl)NCCNC(=O)c1ccccn1
 : 17%	17%	-12	9%	-29%	8	-4%
- CCC(CC)NC(=O)C1CC(=O)N(CCc2ccc(F)cc2)C1 (configuration not stated)
 : 2%	8%	15	-3%	28%	-2	2%
- Cc1ccc(C(=O)c2c[nH]c(C(=O)NCCCN3CCOCC3)c2)cc1
 : -4%	-1%	-4	3%	-21%	8	-2%
- Cc1nn(-c2ccc(F)cc2)c(Cl)c1C(=O)N(C)CC(=O)Nc1cccc(F)c1
 : ?	?	nt	-3%	-5%	nt	nt
- COc1ccc(S(=O)(=O)N2CCCCC2)cc1NC(=O)c1cncc(Br)c1
 : -29%	18%	nt	7%	-19%	nt	nt
- CNC(=S)N1N=C(c2ccc(Br)cc2)CC1c1ccc(OC)cc1 (configuration not stated)
 : -27%	10µM*	19	-10%	10µM*	8	1%
- CCCCN(Cc1ccccc1)S(=O)(=O)c1c(N)n(C)c(=O)n(C)c1=O
 : -8%	24%	-4	-10%	8%	-1	-5%

One compound at a time, from the list above. Order of screens: Pf growth 48h, HCV inh, Shiga toxin inh, Tb PYK inh, Pf growth 96h, CHX counter, LmPK inh
COc1ccc(S(=O)(=O)N2CCCCC2)cc1NC(=O)c1cncc(Br)c1 in the list: -29%, 18%, nt, 7%, -19%, nt, nt
NC(=O)C(c1ccc(Cl)cc1Cl)c1ncc(C(F)(F)F)cc1Cl (configuration not stated) in the list: 24%, -19%, -10, 5%, 22%, -4, 2%
O=C(CCCOc1ccc(Cl)cc1Cl)Nc1ncccn1 in the list: 16%, 11%, 11, 1%, 41%[activator], 13, 1%

The list continues:
Values run as follows: Pf growth 48h	HCV inh	Shiga toxin inh	Tb PYK inh	Pf growth 96h	CHX counter	LmPK inh
- Nc1ccc(NC(=O)CCN2CCOCC2)cc1
 : ?	27%	9	-2%	?	0	-1%
- O=C(CSc1ccc2nnc(-c3ccccn3)n2n1)NCC1CCCO1 (configuration not stated)
 : nt	5%	31	-10%	?	5	5%
- COc1ccc(CCNC(=O)CSc2n[nH]c(N)n2)cc1OC
 : 18%	1%	-8	1%	44%[activator]	-2	9%
- N#C/C(=C\c1cc(Cl)c(OCc2ccc(Cl)cc2)c(Cl)c1)C(N)=O
 : 12%	nt	53*	nt	92%[activator]	30*	9%
